Screens as filed in PubChem.
SIAE inh = inhibitors of human sialic acid acetylesterase SIAE. Q9HAT2. SIAE FP-Rh probe binding, fluorescence polarization. inhibition, % at 9.66 µM. actives 0.69% (n = 370,000). AID 1053197;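 active = inhibition above a cutoff: mean of compounds within the control limits plus 3 SD of those, cut at about 17% in these data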;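 also: 0% = plate median of compound wells and 100% = probe without SIAE protein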
ADAM17 inh = ADAM17 inhibition, QFRET primary screen; recombinant ADAM17, EDANS/DABCYL FRET peptide cleavage; inhibition, % at 6.95 µM; actives 0.83% (n = 370,000); AID 720648; P78536;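 active = inhibition above the mean of compounds lying between control limits plus 3 SD, set per campaign, cut at about 8.5% in these data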;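 also: 0% = DMSO-only wells as the low control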
ASAP1 GAP inh = ASAP1 ArfGAP inhibition | ASAP1-stimulated ARF1 GTP hydrolysis, GDP FP detection | inhibition, % at 16.5 µM | actives 0.19% (n = 360,000) | AID 624377; in the data active = inhibition above about 25%;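 also: 0% = vehicle with enzyme and substrate and 100% = no enzyme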
PLC-gamma1 inh = PLC-gamma1 (human) inhibition, primary screen | purified PLC-gamma1, fluorogenic substrate, fluorescence | inhibition, % at 12.2 µM | AID 720700 | actives 0.84% (n = 370,000); in the data active = inhibition above about 9.5%
Target sequence (P19174 whole entry, looked up): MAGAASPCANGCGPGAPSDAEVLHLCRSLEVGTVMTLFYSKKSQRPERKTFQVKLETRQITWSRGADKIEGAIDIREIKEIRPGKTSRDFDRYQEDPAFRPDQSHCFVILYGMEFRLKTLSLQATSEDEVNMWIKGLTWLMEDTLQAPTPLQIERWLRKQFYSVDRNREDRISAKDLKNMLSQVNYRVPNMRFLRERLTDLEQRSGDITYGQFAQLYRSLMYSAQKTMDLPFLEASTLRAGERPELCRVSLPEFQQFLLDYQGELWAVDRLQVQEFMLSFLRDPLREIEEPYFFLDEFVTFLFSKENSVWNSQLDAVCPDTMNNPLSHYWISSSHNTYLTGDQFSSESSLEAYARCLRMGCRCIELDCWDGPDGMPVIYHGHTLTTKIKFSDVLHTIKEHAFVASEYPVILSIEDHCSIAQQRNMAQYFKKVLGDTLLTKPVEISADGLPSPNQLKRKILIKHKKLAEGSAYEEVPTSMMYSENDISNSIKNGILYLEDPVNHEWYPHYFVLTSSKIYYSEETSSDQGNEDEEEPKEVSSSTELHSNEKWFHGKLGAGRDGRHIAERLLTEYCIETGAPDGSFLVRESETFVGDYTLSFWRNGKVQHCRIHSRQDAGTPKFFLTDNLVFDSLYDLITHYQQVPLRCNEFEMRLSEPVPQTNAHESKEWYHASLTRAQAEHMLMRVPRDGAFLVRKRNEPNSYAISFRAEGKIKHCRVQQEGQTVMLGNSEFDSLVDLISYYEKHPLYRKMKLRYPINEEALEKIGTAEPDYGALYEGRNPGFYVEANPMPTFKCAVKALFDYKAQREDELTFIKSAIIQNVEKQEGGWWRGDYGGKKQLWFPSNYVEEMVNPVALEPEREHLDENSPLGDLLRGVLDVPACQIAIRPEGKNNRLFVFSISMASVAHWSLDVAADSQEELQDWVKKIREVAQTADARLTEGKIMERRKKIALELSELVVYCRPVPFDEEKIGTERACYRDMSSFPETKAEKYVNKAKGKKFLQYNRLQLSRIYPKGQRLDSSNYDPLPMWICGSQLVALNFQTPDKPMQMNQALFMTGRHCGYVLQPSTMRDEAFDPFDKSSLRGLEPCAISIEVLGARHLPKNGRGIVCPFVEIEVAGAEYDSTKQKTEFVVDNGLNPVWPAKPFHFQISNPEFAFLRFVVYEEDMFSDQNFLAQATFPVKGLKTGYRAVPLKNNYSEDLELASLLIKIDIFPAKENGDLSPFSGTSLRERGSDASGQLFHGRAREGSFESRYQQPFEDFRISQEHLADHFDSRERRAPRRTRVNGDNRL
ARFGAP1 inh = inhibits rat ARF GTPase activating protein 1; Q62848; Arfgap1-stimulated ARF1 GTP hydrolysis, GDP FP detection; inhibition, % at 16.5 µM; actives 0.26% (n = 360,000); AID 651572;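 active = inhibition above a per-plate limit, mean inhibition of low control wells plus 3 SD, cut at about 25% in these data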;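 also: 0% = DMSO wells with enzyme and 100% = wells lacking Arfgap1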
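Material – truncated rat Arfgap1 GAP domain · Buffer or medium – HEPES-based buffer, pH 7.5 · Reagent – human ARF1(Δ1-17)-GTP substrate · Dosing – 16.5 µM single point, 1.26% DMSO · Schedule – GTP hydrolysis reaction 2 h at 25 °C · Technique – GDP detection by fluorescence polarization · Benchmarks – No-Arfgap1 wells (100%) versus DMSO full-reaction wells (0%) · Repeats – single replicate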
ADAM10 inh = ADAM10 inhibition, QFRET primary screen; O14672; recombinant ADAM10, EDANS/DABCYL FRET peptide cleavage, 3 h; inhibition, % at 7 µM; actives 0.62% (n = 370,000); AID 720582;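 active = inhibition above a per-campaign cutoff equal to the mean of compounds falling between control-based bounds plus 3 SD, cut at about 20% in these data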;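 also: 0% = DMSO wells while the 100% control is not disclosed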
DDE Tn7 FP inh = DD(E)-Tn7 binding inhibition, primary FP screen | P02675 | FP displacement of FITC-Tn7 peptide from fibrin DD(E); 0% = median of compound wells per plate | inhibition, % at 8.3 µM | actives 0.13% (n = 370,000) | AID 720508;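 active = inhibition above the mean of compounds falling within the control limits plus 3 SD of them, cut at about 14% in these data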;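 also: 0% = plate median of compound wells and 100% = 10 µM Aha-Tn7 peptide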
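Test system: human clot-derived fibrin DD(E) complex / Quantity: 2 µM final DD(E) protein / Incubation: 10 min plus 3 h, room temperature / Measured by: fluorescence polarization / Benchmarks: high control of 10 µM Aha-Tn7 peptide / Replicates: singlicate testing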
TDP2 absorb = TDP2 (human) inhibition, absorbance primary screen; recombinant TDP2, T5PNP hydrolysis, p-nitrophenol absorbance 415 nm; inhibition, % at 12.8 µM; actives 0.34% (n = 370,000);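 active = inhibition above the mean of all tested compounds plus 3 SD, set per campaign, cut at about 25% in these data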;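 also: 0% = DMSO with enzyme and 100% = buffer with substrate but no TDP2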
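test system = human TDP2 enzyme | input = TDP2 enzyme at 120 nM final | medium = 50 mM Tris-HCl pH 7.5 with Mg2+, KCl, DTT, BSA | also added = T5PNP substrate, 5 mM | times = 2 h at 37 °C | technique = epi absorbance | benchmarks = high control without enzyme, low control DMSO plus TDP2 | replication = each compound tested once, singlicate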
DDE Tn6 FP inh = disrupts Tn6 cyclic peptide binding to fibrin D-Dimer-E complex | Fibrin DD(E) TRITC-Tn6 fluorescence polarization displacement | inhibition, % at 8.3 µM | P02675 | actives 0.21% (n = 370,000);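 active = inhibition above a per-campaign cutoff: mean of compounds within control limits plus 3 SD, cut at about 15% in these data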;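 also: 0% = median of all compound wells on the plate and 100% = blocking peptide control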
PLCb3 inh = PLC-beta3 (human) inhibition, primary screen; Q01970; Purified PLC-beta3, fluorogenic substrate, fluorescence; inhibition, % at 12.2 µM; actives 0.18% (n = 370,000); in the data active = inhibition above about 11%;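 also: 0% = median of compound wells on plate and 100% = full blocker control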
Starred values were filed as active, the others as inactive; i = inactive; x = no result given. Compounds as they come (roughly 3.6% active in at least one column).

ASAP1 GAP inh	ARFGAP1 inh	ADAM17 inh	PLCb3 inh	TDP2 absorb	DDE Tn7 FP inh	DDE Tn6 FP inh	SIAE inh	PLC-gamma1 inh	ADAM10 inh	compound
6	0	1	3	8	6	2	0	3	3	O=Cc1c(NCc2cccc(F)c2)c2ccccc2[nH]c1=O
0	1	1	-10	1	-2	0	-15	-2	3	COC(=O)c1ccc(NC(=O)c2cc(-c3ccncc3)nc3ccccc23)cc1
-9	6	-6	-3	6	10	0	2	1	-7	O=C(NCC(=O)N1CCCCCCC1)c1ccc(Cl)c(Cl)c1
-6	8	-3	0	7	2	9	-6	-2	-3	Cc1nc2ccc(S(=O)(=O)NCC(=O)NC(C)c3ccccc3)cc2s1 (stereo not drawn)
x	x	-1	4	3	-2	3	2	1	1	Cc1ccc(S(=O)(=O)N2OC(c3ccccc3)C[C@H]2CC=C(c2ccccc2)c2ccccc2)cc1 (stereo partly drawn)
-12	10	-18	0	26*	-6	5	2	-2	-23	Cc1nn(CCC#N)c(N)c1C1(O)C(=O)Nc2c(Cl)cc(Cl)cc21 (stereo not drawn)
-14	0	-4	-10	0	0	0	6	-2	3	COc1ccc(CCNC(=O)C(=O)NCC2OCCN2S(=O)(=O)c2cccs2)cc1OC (stereo not drawn)
2	12	-10	-6	-5	-1	9	5	2	-22	CCOC(=O)c1cnc2c(OC)cccc2c1N1CCN(c2ccccc2OC)CC1
3	-6	-5	-6	-12	2	-4	-1	-3	-7	CC(C)COc1ccc(C(=O)NCc2ccco2)cc1
1	-2	0	0	5	3	1	4	1	0	CCn1cc(C(=O)OCc2cccc(Br)c2)c(=O)c2ccc(C)nc21
-9	0	0	1	-9	-8	-7	-1	2	5	N=c1ccn(Cc2cccc(Cl)c2)cc1
3	-1	-3	0	-2	2	11	-2	-2	-11	Cc1ccccc1C(=O)Nc1ccc2nc3n(c(=O)c2c1)CCC3
12	-15	1	4	-2	2	-2	1	9.7*	7	CCC(C)NC(=O)CNC(=S)N(Cc1ccccc1)Cc1cccnc1 (stereo not drawn)
-2	-4	1	2	3	-1	1	6	3	0	Cc1ccc(N(CCC#N)C(=O)CSc2ccc3c(c2)OCCO3)cc1
-6	13	-5	-15	-19	-3	3	5	-9	1	N#Cc1c(-c2ccccc2)nc(N2CCN(Cc3ccccc3)CC2)[nH]c1=O
1	4	-2	-10	1	7	2	4	-1	-9	COc1cc(Br)cc(C(c2c(C)n(C)n(-c3ccccc3)c2=O)c2c(C)n(C)n(-c3ccccc3)c2=O)c1O
-8	-13	-5	-28	11	-4	1	5	-22	1	COc1cc(N)c(C(O)c2nccc3cc(OC)c(OC)cc23)cc1OC (stereo not drawn)
-6	2	0	-8	-6	2	-8	-5	-1	1	CC1(C)CC(=O)C(N=Nc2ccc(Br)cc2)=C(O)C1
-12	-2	-6	-8	-3	3	1	-3	-2	1	COc1ccc(CCC(=O)Nc2cc(S(=O)(=O)N3CCOCC3)ccc2OC(C)C)cc1
7	4	-2	-16	0	-2	-10	-8	-11	-4	Cc1cc(-c2ccccc2)nc(N/N=C/c2cccnc2)n1

As entered above:
Cc1ccccc1C(=O)Nc1ccc2nc3n(c(=O)c2c1)CCC3 in SIAE inh → -2
O=Cc1c(NCc2cccc(F)c2)c2ccccc2[nH]c1=O in DDE Tn7 FP inh → 6
COc1ccc(CCNC(=O)C(=O)NCC2OCCN2S(=O)(=O)c2cccs2)cc1OC (stereo not drawn) in ASAP1 GAP inh → -14

Next compounds follow:
ASAP1 GAP inh	ARFGAP1 inh	ADAM17 inh	PLCb3 inh	TDP2 absorb	DDE Tn7 FP inh	DDE Tn6 FP inh	SIAE inh	PLC-gamma1 inh	ADAM10 inh	compound
6	15	1	-2	-3	4	-10	-12	0	-2	COc1ccc(C)cc1NS(=O)(=O)c1ccc(NS(=O)(=O)c2ccc(NC(C)=O)cc2)cc1
-3	-18	-1	-2	6	-7	-4	-8	3	-6	O=C(Nc1nnc(-c2cccnc2)o1)c1ccccc1Cl
-10	1	-2	-3	-1	0	-4	-2	-6	-6	O=C(CN1CCOCC1)N(c1ccccc1)c1ccc2ccccc2c1
-9	-7	-5	-1	4	7	-3	3	-2	3	O=C(C1CCC1)N1CCc2cc(S(=O)(=O)NC3CCCc4ccccc43)ccc21 (stereo not drawn)
5	-4	-1	-14	3	1	0	-3	0	-3	COC(=O)c1cc(S(=O)(=O)N2CCN(c3ccccc3F)CC2)c[nH]1
4	2	0	2	11	-10	-1	-1	3	2	CCCNC(=O)C1CC(=O)N(c2ccc(OCC)cc2)C1 (stereo not drawn)
0	20	-7	-6	-7	2	-6	1	0	-5	CC(C)n1cc(CN2CCC(n3nccc3NC(=O)Cc3ccccc3)CC2)cn1
2	13	-3	-1	-3	0	-4	-1	-1	-2	CN1CCN(C2Cc3ccc(Cl)cc3Sc3ccc(F)cc32)CC1 (stereo not drawn)
-4	6	-1	5	2	5	-2	-3	1	4	CC(O)CNCc1ccc(-c2ccccc2)cc1 (stereo not drawn)
6	-2	-1	2	3	7	2	2	-2	-3	CC(=O)c1cccc(NC(=O)/C(=C\c2cccnc2)NC(=O)c2ccc(C)cc2)c1
7	3	-3	1	-1	6	1	2	0	-11	COc1ccc(N(CC(=O)NCC(C)C)S(=O)(=O)c2ccccc2)cc1
-8	8	0	4	0	1	7	-5	0	3	Cc1cccc(C(=O)OCC(=O)N2CC(C)OC(C)C2)c1C (stereo not drawn)
6	7	1	-8	8	-2	-7	-5	0	6	Cc1ccc(COC(=O)c2cccc(S(=O)(=O)N3CCCCC3)c2)cc1
-2	9	-5	3	2	2	-5	11	0	2	Cc1ccc(Cn2c(NCCc3ccccc3)nc3c2c(=O)n(C)c(=O)n3C)cc1
-3	-5	-4	-6	-7	-1	-5	6	-4	-15	Cc1cnn2c(C3CC3)ccnc12
-3	2	-2	-8	-4	0	3	-15	-2	2	COc1ccc(C(=O)Nc2ccc(NC(=O)c3ccccc3OC)nc2)cc1
1	11	-7	1	-2	1	2	-4	0	4	Cc1ccc(-c2noc(CCC(=O)NC3CCN(Cc4ccccc4)CC3)n2)cc1
-6	-4	-1	-1	6	0	-5	4	0	-6	COc1ccc(C(=O)OCC(=O)NC(C)(C)C)cc1[N+](=O)[O-]
18	-1	-2	6	-5	1	2	-1	4	10	O=C(Nc1ccccc1)c1nn(-c2ccccc2)c(=O)cc1C(F)(F)F
-16	-9	-1	-2	8	-7	-4	-7	-1	-2	O=C(Nc1cccc(C(=O)O)c1)/C(=C\c1ccc2c(c1)OCO2)NC(=O)c1ccc(Br)o1
0	0	3	7	3	0	-2	0	2	15	CSc1ccccc1NC(=O)Nc1ccc(F)c(Cl)c1
-2	2	-5	-3	3	1	2	0	0	-4	COc1ccc(CNC(=O)CN(Cc2ccccc2)C(=O)c2csnn2)cc1
-1	0	-1	-6	-10	5	8	2	-4	-3	O=C(COC(=O)c1cnccn1)Nc1cccc(F)c1
21	6	2	1	-15	-1	-2	-4	11*	-2	O=C(COC(=O)/C=C/c1ccccc1[N+](=O)[O-])Nc1ccc(OC(F)F)cc1
-11	7	-2	-7	-9	-1	-4	-1	1	1	CCc1c(C)nc2ncnn2c1NC1CCCc2ccccc21 (stereo not drawn)
-10	-13	-3	-7	0	2	8	6	-8	-9	COc1ccc(-c2nc3ccccc3n(CC(C)C)c2=O)cc1
14	19	-3	-2	-7	2	-8	-7	4	6	Cc1cc(Cl)ccc1NC(=O)CN1C(=O)CSc2ccc(S(=O)(=O)N3CCOCC3)cc21
x	x	2	5	5	-5	7	-2	1	3	Cc1ccccc1NC(=O)Cn1nnc(-c2ccccc2F)n1
-1	-3	-4	0	6	3	-7	3	0	0	CC(C)C[C@H](NC(=O)OCC1c2ccccc2-c2ccccc21)C(=O)O
7	3	8	1	-4	-5	-4	-18	6	18	Cc1ccccc1OCCC(=O)OCC(=O)Nc1ccc(C)c(S(=O)(=O)N2CCCCC2)c1
-5	7	-4	0	1	1	-2	-5	4	-9	O=C1/C(=C/c2ccccc2)CCC1C1CCCC1 (stereo not drawn)
2	0	-3	-5	-12	-5	-6	-1	4	-7	CN(C)S(=O)(=O)c1cccc(NC(=S)NC(=O)c2ccco2)c1
-12	19	4	-4	7	-38	-2	-6	-7	9	Oc1[nH]c2ccccc2c1N=Nc1ccc(F)cc1
6	7	3	-3	13	4	6	7	1	0	COc1ccccc1OC(C)C(=O)N1CC(=O)Nc2ccccc21 (stereo not drawn)
4	-7	-4	-2	3	-1	4	6	1	-10	Nc1ccn([C@@H]2O[C@H](C(=O)N[C@H](Cc3ccccc3)C(=O)N3CCN(CC(=O)N4CCCC4)CC3)[C@@H](O)[C@H]2O)c(=O)n1
-9	-6	-4	-4	14	-2	-2	-3	-6	-9	CCN1CCCC1CNC(=O)c1ccc(N2CCOCC2)c(NS(=O)(=O)c2ccc(OC)cc2)c1 (stereo not drawn)
9	-7	-4	-2	3	-1	-1	0	1	-13	CCc1nc2c(C#N)c(-c3ccc(Cl)cc3)ccn2n1
13	8	-415	i	16	-5	3	-9	-457	i	C=CCN(CC=C)c1nc2ccccc2nc1C(C#N)C(=O)OCCOC (stereo not drawn)
0	-10	-2	-3	-8	-6	7	3	2	2	COc1ccc(CNC(=O)C(C)Sc2nc3ccccc3c(=O)n2CCCN2CCOCC2)cc1 (stereo not drawn)
-1	-3	9.4*	-6	-18	-3	-1	-3	9	-5	CCCCN(CCCC)CCNC(=O)c1cn(C)c2ccc(S(=O)(=O)N3CCCC3)cc2c1=O
5	3	0	0	-4	-5	5	-7	1	-7	COCc1cc(C)nc(Nc2ccc(C)cc2C)c1C#N
-3	4	-1	3	-2	-6	2	1	-1	-1	CCn1c(SCC(=O)NNC(=O)c2ccco2)nnc1-c1ccco1
0	-12	-3	0	-4	2	-2	4	2	-11	CS(=O)(=O)N1CCC(NC(=O)Cc2ccccc2)CC1
-6	13	0	-4	8	4	15	3	-2	-9	Cc1c(Cl)c(C(=O)N2CCCCCC2)nn1C
-1	-16	5	-24	4	-4	6	2	-20	15	CCc1nc2ccc(C(=O)NCc3cccs3)cn2c1N(CC)Cc1cccc(Br)c1
-4	8	1	17*	-18	-8	-6	4	9	5	COc1ccc(CN=C2NC(=O)CC(C(=O)Nc3cc(C)cc(C)c3)S2)cc1 (stereo not drawn)
